Assay outcomes as filed in PubChem BioAssay.
APJ antag: APJ receptor antagonism | P35414 | CHO-K1 APJ beta-arrestin complementation, luminescence | inhibition, % at 20 µM | actives 0.32% (n = 330,000);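 active = inhibition above about 40% at 20 µM, limit read from the data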;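 note: cells challenged with 10 nM apelin-13 agonist together with compound; plate controls were apelin-13 plus DMSO wells for no effect and DMSO wells lacking apelin-13 for full effect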
Jurkat NFkB inh: lowers PMA/ionomycin-induced NF-kB signal in Jurkat cells; PMA/ionomycin-induced NF-kB luciferase reporter, luminescence; inhibition, % at 4 µM; actives 0.53% (n = 330,000); AID 435003; in the data active = inhibition above about 50%
CCR6 antag: antagonists of human CCR6 receptor | inhibition, % at 20 µM | actives 0.49% (n = 340,000) | CHO-K1 CCR6 PathHunter beta-arrestin, luminescence, CCL20-stimulated | P51684;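 active = compounds whose inhibition of the agonist-driven luminescence signal at 20 µM reaches about 50%, limit read from the data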;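 note: cells stimulated with CCL20 at 14 nM final; plate controls were DMSO with CCL20 for no effect and DMSO without agonist for full effect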
Target sequence (P51684 whole entry, looked up): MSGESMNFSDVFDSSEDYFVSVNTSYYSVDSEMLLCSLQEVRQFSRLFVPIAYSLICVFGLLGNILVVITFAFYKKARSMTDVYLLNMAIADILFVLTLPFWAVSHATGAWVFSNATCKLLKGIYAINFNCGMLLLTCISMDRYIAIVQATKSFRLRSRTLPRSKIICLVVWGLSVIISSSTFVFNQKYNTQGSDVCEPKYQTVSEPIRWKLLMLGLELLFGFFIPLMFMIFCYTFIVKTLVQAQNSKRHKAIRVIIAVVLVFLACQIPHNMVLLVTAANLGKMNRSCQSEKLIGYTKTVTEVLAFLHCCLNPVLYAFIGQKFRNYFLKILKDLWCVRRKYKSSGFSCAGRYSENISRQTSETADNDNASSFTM
CXCR6 inh: CXCR6 (human) receptor inhibition. actives 0.36% (n = 360,000). O00574. inhibition, % at 20 µM. CHO-K1 PathHunter CXCR6 beta-arrestin, luminescence; in the data active = inhibition above about 34%, passing the limit was not always enough;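 note: antagonist mode with CXCL16 agonist at 10 nM final; 0% = 10 nM CXCL16 with DMSO and 100% = unstimulated wells without agonist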
Target sequence (O00574 whole entry, looked up): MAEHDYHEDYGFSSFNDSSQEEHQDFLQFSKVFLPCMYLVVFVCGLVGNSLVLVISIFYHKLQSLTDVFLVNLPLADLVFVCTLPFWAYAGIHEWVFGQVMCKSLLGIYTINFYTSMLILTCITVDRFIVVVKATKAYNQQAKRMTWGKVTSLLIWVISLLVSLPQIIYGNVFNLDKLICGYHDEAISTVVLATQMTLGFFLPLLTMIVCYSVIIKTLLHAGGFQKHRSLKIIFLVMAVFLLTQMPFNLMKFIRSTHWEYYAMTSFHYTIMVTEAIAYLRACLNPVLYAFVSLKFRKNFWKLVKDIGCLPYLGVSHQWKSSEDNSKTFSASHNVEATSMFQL
697 NFkB inh: lowers PMA/ionomycin-induced NF-kB signal in 697 B cells; 697 B-cell NF-kB luciferase reporter, 16 h; inhibition, % at 4 µM; actives 0.33% (n = 330,000); AID 435022; in the data active = inhibition above about 35%
Gli-Sufu block: antagonists of Gli-Sufu signaling | Sufu-KO-LIGHT fibroblasts, Gli luciferase reporter luminescence | inhibition, % at 5 µM | actives 0.74% (n = 340,000) | AID 588413;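 active = inhibition above about 55%, limit read from the data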;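 note: 0% = DMSO-treated cells and 100% = wells with medium but no cells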
EBI2 block: antagonists of human EBI2 receptor; P32249; AID 651636; EBI2 beta-arrestin recruitment, luminescence, 7a,25-OHC stimulated; inhibition, % at 5 µM; actives 0.81% (n = 360,000); in the data active = inhibition above about 38%;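 note: enzyme fragment complementation signal reports receptor beta-arrestin coupling in cells; 0% = agonist plus DMSO wells and 100% = wells without agonist; some results beyond the cut were filed as inactive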
Target sequence (P32249 whole entry, looked up, the tested form may be a part): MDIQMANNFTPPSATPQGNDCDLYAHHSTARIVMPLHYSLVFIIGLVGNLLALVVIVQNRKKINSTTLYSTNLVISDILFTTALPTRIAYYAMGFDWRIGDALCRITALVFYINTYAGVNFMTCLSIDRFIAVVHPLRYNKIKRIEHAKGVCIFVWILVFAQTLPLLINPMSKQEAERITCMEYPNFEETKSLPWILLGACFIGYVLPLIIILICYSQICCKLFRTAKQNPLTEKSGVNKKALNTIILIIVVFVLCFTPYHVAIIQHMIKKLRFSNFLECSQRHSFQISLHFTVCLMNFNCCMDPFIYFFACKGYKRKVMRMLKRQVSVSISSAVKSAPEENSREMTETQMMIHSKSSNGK
UBC13 inh: inhibitors of human UBC13 polyubiquitin chain formation | actives 0.47% (n = 330,000) | TR-FRET | inhibition, % at 20 µM | P61088 | AID 485273; in the data active = inhibition above about 45%, passing the limit was not always enough
The depositor's hits bear a star; nt = no result given.

SMILES | APJ antag | Jurkat NFkB inh | CCR6 antag | CXCR6 inh | 697 NFkB inh | Gli-Sufu block | EBI2 block | UBC13 inh
O=C(Cc1ccc(Cl)cc1)NNC(=S)NC(=O)c1cccnc1 | 20.0 | 4.9 | 8.6 | 2.6 | 9.5 | -6.9 | 5.0 | -10.5
CCCCCCSc1cc(-c2nc3cnccn3c2NCc2ccccc2)ccc1OC | -31.4 | 0.9 | 3.9 | -1.3 | 3.8 | -0.7 | 14.8 | 9.7
Nc1cc(=O)[nH]c(SCC(=O)Nc2ccc(Br)cc2)n1 | -10.7 | -16.6 | 9.5 | -13.8 | 10.3 | -4.7 | 10.3 | 4.4
COc1ccc(C)c2sc(N(CCN(C)C)C(=O)c3cccc(N4C(=O)CCC4=O)c3)nc12 | 4.2 | 0.3 | 7.3 | 5.3 | 16.4 | -0.6 | -15.2 | 1.5
COc1cc2nc(Cl)nc(N3CCOCC3)c2cc1OC | -6.4 | -4.9 | 1.4 | -16.5 | 2.8 | -1.2 | 1.9 | -4.5
CCCCCc1nnc(NC(=O)c2ccc(=O)n(C)n2)s1 | 23.8 | 7.4 | -8.8 | 6.1 | 1.3 | 2.3 | -5.5 | 4.5
Cc1ccc(C)c(S(=O)(=O)N2CCCC2CNC(=O)C(=O)NCCc2ccccc2)c1 (centres undefined) | 2.8 | 22.1 | 1.3 | -9.3 | -15.0 | 7.7 | -3.3 | -2.0
Cc1nn(C)cc1/C=C(/C#N)C(N)=O | 2.3 | -2.8 | -0.7 | -1.7 | -15.4 | -4.5 | -10.1 | -5.7
Cc1ccc(-c2nc(C)sc2CC(=O)Nc2cccc(C)c2C)cc1 | -4.6 | 17.1 | 3.3 | -2.2 | 22.2 | 9.6 | 7.2 | 0.7
Cc1cc(NC(=O)CSc2nc3c(C)cccc3cc2C#N)no1 | 7.9 | -34.3 | 2.9 | -2.2 | -41.8 | -0.8 | -3.1 | 12.3
Cc1cc(/C=C2\Cc3ccccc3C2=O)c(C)n1-c1ccccc1 | 22.9 | -23.6 | 8.4 | 12.6 | -309.5 | 16.0 | 29.5 | -1.9
CC(C)(C)c1oc(C(=O)O)cc1CN1CCOCC1 | 7.4 | -25.7 | -4.5 | -3.3 | 3.5 | -2.5 | 7.7 | -6.3
CC[C@]12c3[nH]c4ccc(Cl)cc4c3CCN1C(=O)[C@@H](CC(=O)NCc1ccc(OC)c(OC)c1)C[C@@H]2C(=O)N1CCN(C(=O)C2CC2)CC1 | nt | nt | 6.9 | 4.8 | 15.6 | 2.0 | 0.4 | nt
CCOc1cc(N2CCOCC2)c(OCC)cc1NC(=O)c1ccc(S(=O)(=O)N2CC(C)OC(C)C2)cc1 (centres undefined) | nt | nt | 14.5 | -4.9 | nt | -1.3 | 3.1 | nt
CC(C)(C)NC(=O)C1Cc2ccccc2CN1C(=O)Nc1ccccc1Cl (centres undefined) | -2.1 | 5.3 | 8.8 | 2.6 | 14.5 | 4.6 | 5.4 | 10.3
COc1ccc(C(=O)OCC(=O)NCCN2C(=O)CSC2=O)cc1[N+](=O)[O-] | 14.2 | -12.0 | 7.3 | -3.2 | -33.1 | -3.6 | -5.8 | -8.8
Cc1ccc(N2C(=O)C3C4CC(=O)C(c5ccccc54)C3C2=O)cc1C (centres undefined) | -7.4 | -0.8 | 6.6 | -1.3 | 10.8 | -12.8 | -3.0 | -0.8
CCc1ccc(C(=O)CN2C(=O)C(C)N(c3ccc(C)cc3)C2=O)cc1 (centres undefined) | 8.0 | -13.0 | 20.2 | 6.7 | -0.7 | -3.0 | 1.0 | 4.0
Cc1ccc(S(=O)(=O)CCC(=O)OCC(=O)N(C)Cc2ccccc2)cc1 | nt | nt | 13.5 | 0.4 | nt | -4.3 | -8.1 | nt
COc1cc2c(cc1NC(=O)CSc1nnnn1-c1ccccc1)oc1ccccc12 | -1.1 | -0.2 | 3.5 | -3.8 | -1.5 | 0.8 | 8.3 | 2.0
CCOc1ccc(CCNC(=O)Cn2nc(C)c3c(C)n(-c4ccccc4)nc3c2=O)cc1OCC | 10.8 | 8.5 | 5.5 | 10.8 | 3.3 | 3.9 | 1.3 | -6.5
CC(C)N1CSC(=S)N(Cc2ccccc2)C1 | 13.3 | 7.7 | 11.5 | 3.2 | 23.6 | 10.2 | -2.2 | -3.5
CC(C)[C@H](NC(=O)[C@@H]1Cc2c([nH]c3ccccc23)C2c3ccccc3C(=O)N21)C(=O)N1CCC[C@@H]1C(=O)O (some centres undefined) | -34.2 | 9.7 | -1.0 | -2.0 | 13.8 | 30.8 | 3.8 | -0.4
C=CC[n+]1c(-c2ccccc2)csc1NC(C)(C)C | 15.4 | -0.1 | 4.9 | 3.9 | 9.9 | 11.0 | -2.7 | 1.2
CCC1CN(C(=O)N2CCC(C(=O)Nc3ccccc3OC)CC2)c2ccccc2O1 (centres undefined) | 6.8 | 11.9 | 27.6 | 4.8 | -6.7 | -2.6 | 4.9 | 3.7

Other compounds follow.
SMILES | APJ antag | Jurkat NFkB inh | CCR6 antag | CXCR6 inh | 697 NFkB inh | Gli-Sufu block | EBI2 block | UBC13 inh
Cc1c(C)n(Cc2ccccc2)c2ncnc(Cl)c12 | 20.6 | 16.1 | 5.8 | 1.5 | -24.5 | 5.8 | 10.3 | 8.3
Cc1cc(C)nc(SCC(=O)Nc2ccc(Br)cn2)n1 | 5.9 | 7.8 | 23.8 | -5.0 | 9.0 | -1.8 | -12.1 | 8.5
Cc1[nH]c2ccc(C(=O)NCCCN3CCN(C)CC3)cc2c1C | 15.7 | -2.5 | -4.8 | -4.1 | -5.6 | -39.6 | -2.4 | 5.2
COc1ccc(-c2ccc(CCC(=O)O)o2)cc1 | 14.2 | 30.0 | -6.4 | -1.2 | -21.9 | -4.4 | 3.1 | -11.6
O=S(=O)(c1ccc(F)c2ccccc12)N1CCCCC1 | 6.1 | -24.4 | 19.1 | -6.4 | -47.9 | 5.3 | 2.3 | 0.9
CCOC(=O)CN1C(c2ccc(O)cc2)Nc2ccc(Br)cc2C1c1ccccc1 (centres undefined) | 7.1 | -12.6 | 3.4 | -2.7 | -20.2 | 2.4 | 3.1 | -13.3
CN1CCN(C(=O)/C(=C/c2cn(S(=O)(=O)N(C)C)c3ccccc23)NC(=O)c2ccccc2Cl)CC1 | 7.0 | -11.3 | 13.9 | 11.0 | 0.6 | -2.0 | -2.1 | -0.3
O=C(Cn1nnc2ccccc21)NNC(=O)c1ccccc1 | 9.5 | 2.5 | 6.3 | 0.4 | 8.3 | -6.8 | -4.1 | 2.5
COc1ccc(C)cc1NC(=O)NCc1ccc(F)cc1 | -2.3 | -4.7 | 2.8 | 2.3 | 7.4 | 0.8 | -20.0 | 5.6
COC1(OC)C(/C=C/c2ccc(C)cc2)C(C#N)(C#N)C1(OC)OC (centres undefined) | -9.1 | 19.4 | 19.4 | 6.3 | -3.8 | 4.7 | 1.3 | 7.1
Cc1ccc(NC(=O)Cc2nnc(N)s2)cc1 | 8.3 | -0.7 | 1.8 | -0.3 | -13.5 | 1.2 | 5.1 | 3.8
C/C(CCc1ccco1)=N\NC(=O)CNc1cccc2ccccc12 | -11.5 | 21.6 | 0.6 | -14.2 | 17.2 | -2.4 | -3.7 | 12.3
CC1=NN(C(=O)c2ccc(Cn3cc(Br)c([N+](=O)[O-])n3)o2)C(O)(C(F)(F)F)C1 (centres undefined) | -0.8 | 1.4 | 7.5 | 3.0 | 14.9 | -4.1 | 7.2 | -11.7
O=C1Oc2ccccc2C(=O)/C1=C/c1ccccc1O | 3.8 | 8.9 | 1.8 | 14.3 | 0.8 | -9.2 | -8.5 | 25.5
C[C@@H]1CN([C@H](C)CO)C(=O)c2cc(NC(=O)Nc3ccc4c(c3)OCO4)ccc2O[C@H]1CN(C)Cc1ccncc1 | -1.9 | 12.5 | 4.8 | 2.2 | 8.4 | -11.4 | -7.0 | 8.8
CCOC(=O)C1CCCN(C(=O)c2ccc3nc(-c4ccc(OC)c(OC)c4)c(-c4ccc(OC)c(OC)c4)nc3c2)C1 (centres undefined) | 8.5 | -14.2 | 14.7 | 7.7 | 2.8 | -2.7 | 4.6 | 0.4
COc1ccc2nc(NC(=O)CN3CCOCC3)sc2c1 | 4.2 | -9.7 | 1.1 | 6.9 | -28.3 | -29.9 | -0.3 | 2.9
O=C(Cc1ccc([N+](=O)[O-])cc1)N1CCN=C1SCc1ccccc1 | -16.8 | -3.8 | 8.8 | 7.3 | 0.3 | 7.2 | 1.5 | -5.4
N#Cc1cc(O)c(-n2nnc3ccccc32)cc1C#N | 15.1 | 26.0 | 15.7 | 0.3 | 13.8 | -3.1 | -7.3 | 5.9
O=C(CCCCCn1c(=S)[nH]c2cc3c(cc2c1=O)OCO3)N1CCN(C(=O)c2ccco2)CC1 | -10.0 | -1.5 | -3.5 | -4.7 | -5.2 | 4.0 | 5.6 | 15.4
C(=N\Nc1nc2ccccc2[nH]1)/c1c[nH]c2ccccc12 | -57.3 | -20.9 | -14.6 | -19.0 | -59.2 | 0.8 | 14.9 | 0.6
CCn1c(CCl)nc2cc(S(=O)(=O)N3CCOCC3)ccc21 | -6.1 | -0.2 | -4.7 | 4.3 | 14.5 | 12.9 | -2.4 | -10.5
Cn1cnnc1SCC(=O)n1c2ccccc2c2ccccc21 | -27.0 | -2.5 | 1.0 | 4.0 | -6.3 | 5.0 | -4.1 | 4.6
COc1nc(N/N=C/c2ccc(-c3ccccc3[N+](=O)[O-])o2)nc(N2CCOCC2)n1 | -23.6 | -45.9 | -9.1 | -2.1 | -47.6 | 6.0 | -24.4 | -52.6
CC(C)N1C(=O)S/C(=C/c2cccnc2)C1=O | -8.2 | -5.7 | -10.7 | -8.4 | 4.2 | 16.2 | -19.2 | -15.2
CC(OC(=O)c1ccc2ncsc2c1)C(=O)N1CCCC1 (centres undefined) | 7.7 | -14.0 | nt | nt | -14.3 | nt | nt | -9.1
COc1ccc(OC)c(CCNC(=O)Cn2ccc3cc(S(=O)(=O)N4CCCC4)ccc32)c1 | 22.9 | 1.7 | 2.6 | -0.4 | -7.8 | -9.7 | -15.1 | 4.7
COC(=O)[C@@H]1CCCN1Cc1nc(Cc2ccccc2F)no1 | -6.8 | -15.4 | -4.3 | 6.3 | 0.3 | -1.0 | -1.5 | 1.1
CC(c1cccs1)N(Cc1ccco1)C(=S)Nc1ccccc1Cl (centres undefined) | 9.7 | 0.2 | 10.4 | 6.0 | 2.0 | 3.3 | 7.0 | -3.6

Structures listed so far that have an aryl thioether with sulfur outside any ring:
SMILES | APJ antag | Jurkat NFkB inh | CCR6 antag | CXCR6 inh | 697 NFkB inh | Gli-Sufu block | EBI2 block | UBC13 inh
CCCCCCSc1cc(-c2nc3cnccn3c2NCc2ccccc2)ccc1OC | -31.4 | 0.9 | 3.9 | -1.3 | 3.8 | -0.7 | 14.8 | 9.7
Nc1cc(=O)[nH]c(SCC(=O)Nc2ccc(Br)cc2)n1 | -10.7 | -16.6 | 9.5 | -13.8 | 10.3 | -4.7 | 10.3 | 4.4
Cc1cc(NC(=O)CSc2nc3c(C)cccc3cc2C#N)no1 | 7.9 | -34.3 | 2.9 | -2.2 | -41.8 | -0.8 | -3.1 | 12.3
COc1cc2c(cc1NC(=O)CSc1nnnn1-c1ccccc1)oc1ccccc12 | -1.1 | -0.2 | 3.5 | -3.8 | -1.5 | 0.8 | 8.3 | 2.0
Cc1cc(C)nc(SCC(=O)Nc2ccc(Br)cn2)n1 | 5.9 | 7.8 | 23.8 | -5.0 | 9.0 | -1.8 | -12.1 | 8.5
Cn1cnnc1SCC(=O)n1c2ccccc2c2ccccc21 | -27.0 | -2.5 | 1.0 | 4.0 | -6.3 | 5.0 | -4.1 | 4.6

Full records as entered above. Order of screens: APJ antag, Jurkat NFkB inh, CCR6 antag, CXCR6 inh, 697 NFkB inh, Gli-Sufu block, EBI2 block, UBC13 inh
O=S(=O)(c1ccc(F)c2ccccc12)N1CCCCC1 is listed as 6.1, -24.4, 19.1, -6.4, -47.9, 5.3, 2.3, 0.9
CC(C)N1CSC(=S)N(Cc2ccccc2)C1 is listed as 13.3, 7.7, 11.5, 3.2, 23.6, 10.2, -2.2, -3.5
